GPT2 inhibitor: inhibitors of human GPT2 alanine aminotransferase. Q8TD30. Recombinant GPT2, coupled pyruvate oxidase/HRP Amplex Red fluorescence. Potency, µM (titrated, usually from 57.7 µM), for inactives: at the top dose activity change, negative = inhibition, actives largely listed as inhibitors. 100,000 compounds, 0.25% hits. AID 1671188; note: potency is the fitted concentration of half-maximal effect; nearly all actives have a fitted effect of over 60% in size; many of its hits are not listed in these tables
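Inhibition is scored from Amplex Red fluorescence generated when pyruvate oxidase and HRP act on pyruvate released by GPT2. Reactions contain 10ng/uL enzyme, 250uM a-KG and 2mM L-alanine and run 30 min at room temperature.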
SNCA expr inhib: inhibitors of alpha-synuclein (SNCA) gene expression. Potency, µM (highest dose often 57.2 µM), inactives show at the top dose activity change, negative = inhibition, most hits filed as inhibitors. 140,000 compounds, 0.17% hits. HEK-293 SNCA-luciferase knock-in, luminescence, 24 h;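 note: potency is the fitted concentration of half-maximal effect; plate controls were DMSO cells for no effect and cell-free wells for full effect; nearly all actives have a fitted effect of over 45% in size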
IP6K1 inhibitor: blocks human inositol hexakisphosphate kinase 1. Q92551. IP6K1 kinase, ADP-Glo luminescence, 2 h; stronger effect = lower value. activity change, % (series mostly up to about 58 µM). 140,000 compounds, 0.81% hits. AID 1645851; in the data active = activity change below about -25%
Target sequence (Q92551 whole entry, looked up): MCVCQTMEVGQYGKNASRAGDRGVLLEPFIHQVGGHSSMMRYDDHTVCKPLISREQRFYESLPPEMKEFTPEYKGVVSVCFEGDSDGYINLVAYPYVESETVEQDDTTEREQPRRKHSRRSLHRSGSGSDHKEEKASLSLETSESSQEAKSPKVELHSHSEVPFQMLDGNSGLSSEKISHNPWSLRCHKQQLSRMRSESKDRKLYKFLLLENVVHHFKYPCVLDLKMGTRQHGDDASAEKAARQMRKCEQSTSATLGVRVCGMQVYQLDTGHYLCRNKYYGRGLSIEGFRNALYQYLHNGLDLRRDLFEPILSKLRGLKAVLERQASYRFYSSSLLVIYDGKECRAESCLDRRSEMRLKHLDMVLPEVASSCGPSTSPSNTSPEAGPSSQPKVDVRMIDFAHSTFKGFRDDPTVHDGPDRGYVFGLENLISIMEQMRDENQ
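ADP-Glo luminescence measures ADP made by human IP6K1 during a 2 h RT reaction with ATP/IP6 (mix at 1.3 mM/130 uM); top library doses 57.5 and 19.1 uM final.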
SNCA viab count: counter-screen for SNCA expression inhibitors: cell viability | Potency, µM (top dose mostly 57.1 µM), for inactives: at the top dose activity change, negative = cytotoxicity, actives largely listed as cytotoxic | 150,000 compounds, 0.12% hits | AID 1671193 | HEK-293-SNCA-luc viability, GF-AFC fluorescence, 24 h;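 note: potency is the fitted concentration of half-maximal effect; 0% = DMSO-treated cells and -100% = medium-only wells without cells; nearly all actives have a fitted effect of over 30% in size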
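Cytotoxicity counterscreen: after 24 h compound treatment of genome-edited SNCA-luciferase HEK-293 cells, live-cell protease substrate GF-AFC read by fluorescence after 30 min; activity scaled between DMSO (0%) and medium-only (-100%), curves Hill-fitted.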
FLuc inh: Photinus pyralis luciferase inhibition; P08659; purified P. pyralis luciferase, luminescence, biochemical; Potency, µM (highest dose often 115 µM), inactives show at the top dose activity change, negative = inhibition, actives largely listed as inhibitors; 76,000 compounds, 2.5% hits; AID 1347043; note: potency is the fitted concentration of half-maximal effect; nearly all actives have a fitted effect of over 65% in size
Target sequence (P08659 whole entry, looked up): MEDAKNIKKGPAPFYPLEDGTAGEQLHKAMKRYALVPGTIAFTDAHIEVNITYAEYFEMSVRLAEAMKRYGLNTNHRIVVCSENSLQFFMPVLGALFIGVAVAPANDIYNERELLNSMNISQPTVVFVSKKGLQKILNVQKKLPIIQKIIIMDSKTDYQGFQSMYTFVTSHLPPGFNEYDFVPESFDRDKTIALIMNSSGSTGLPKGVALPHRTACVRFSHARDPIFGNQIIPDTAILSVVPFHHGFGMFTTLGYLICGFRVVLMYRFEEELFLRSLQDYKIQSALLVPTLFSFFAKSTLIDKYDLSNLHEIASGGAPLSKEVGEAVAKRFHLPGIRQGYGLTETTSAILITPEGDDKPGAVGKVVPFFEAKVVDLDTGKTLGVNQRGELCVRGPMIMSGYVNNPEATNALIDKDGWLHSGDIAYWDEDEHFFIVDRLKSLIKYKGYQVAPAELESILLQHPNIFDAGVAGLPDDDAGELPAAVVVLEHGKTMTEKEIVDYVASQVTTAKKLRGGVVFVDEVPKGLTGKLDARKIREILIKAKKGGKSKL
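Inhibitors were tested against purified firefly luciferase in a biochemical, low-substrate format (both substrates at 10uM) and luminescence measured with a CCD imager.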
HEK cytotox: cytotoxic compounds in HEK 293 cells; HEK 293 viability, ATP luminescence (CellTiter-Glo), 48-72 h; Potency, µM (titrated, usually from 115 µM), for the others: at the top dose activity change, negative = cytotoxicity, most hits filed as inhibitors; 94,000 compounds, 6.6% hits; AID 1345083; note: potency is the fitted concentration of half-maximal effect; nearly all actives have a fitted effect of over 60% in size
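ATP-coupled CellTiter-Glo luminescence served as viability read-out, recorded 10 min after reagent addition at room temperature. HEK 293 cells, 250 cells/well, had been incubated with pintool-transferred compound for 48 or 72 hr at 37 degree Celsius.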
3T3 cytotox: NIH 3T3 cell cytotoxicity; Potency, µM (highest dose often 96.7 µM), for the others: at the top dose activity change, negative = cytotoxicity, hits mostly inhibitors; NIH 3T3 viability, CellTiter-Glo ATP luminescence, 48-72 h; 94,000 compounds, 4.3% hits; note: potency is the fitted concentration of half-maximal effect; nearly all actives have a fitted effect of over 55% in size
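Luminescent ATP readout (CellTiter-Glo, 10 min RT) after 48 or 72 hr compound exposure of NIH 3T3 cells seeded at 400 cells/well in 1536-well format; quantitative HTS.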
The depositor's hits bear a star; [ ] = another dose, or the depositor's remark. Unless noted, calls come from the whole dose curve; as a rule, active = well fitted curve in the direction sought with a large enough effect; inconclusive = small, poorly fitted or top-dose-only effect, or another doubt; inactive = no such curve, though single readings can be large; an effect the other way counts as inactive or inconclusive. Unless noted, % is set by controls: 0 for no effect and ±100 for the full control effect.

The opening 3 entries, ahead of the listing:
How did O=C1Nc2ccc(-c3ccsc3)cc2C(=O)N2C[C@@H](NS(=O)(=O)c3ccc(F)cc3)C[C@@H]12 do in these assays?
GPT2 inhibitor: -3%; SNCA expr inhib: -11%; IP6K1 inhibitor: -5; SNCA viab count: -5%; FLuc inh: -4%; HEK cytotox: -15%; 3T3 cytotox: -23%

What do the screens show for `O=C(N[C@@H](c1ccccc1)[C@@H]1CCCCN1)c1cccc(C(F)(F)F)c1Cl`?
GPT2 inhibitor: -7%; SNCA expr inhib: 12%; SNCA viab count: 4%

How did O=C(C[C@@H]1C[C@H]2O[C@H](CNC3CCC3)[C@@H](O)[C@H]2O1)N1CCOCC1 do in these assays?
GPT2 inhibitor: -10%[88.5 µM]; SNCA expr inhib: inconclusive; IP6K1 inhibitor: 14; SNCA viab count: 5%[87.6 µM]; FLuc inh: 1%[172 µM]; HEK cytotox: 0%[172 µM]; 3T3 cytotox: -12%[174 µM]

Results, repeating the preview:
How did O=C1Nc2ccc(-c3ccsc3)cc2C(=O)N2C[C@@H](NS(=O)(=O)c3ccc(F)cc3)C[C@@H]12 do in these assays?
GPT2 inhibitor: -3%; SNCA expr inhib: -11%; IP6K1 inhibitor: -5; SNCA viab count: -5%; FLuc inh: -4%; HEK cytotox: -15%; 3T3 cytotox: -23%

What do the screens show for `O=C(N[C@@H](c1ccccc1)[C@@H]1CCCCN1)c1cccc(C(F)(F)F)c1Cl`?
GPT2 inhibitor: -7%; SNCA expr inhib: 12%; SNCA viab count: 4%

How did O=C(C[C@@H]1C[C@H]2O[C@H](CNC3CCC3)[C@@H](O)[C@H]2O1)N1CCOCC1 do in these assays?
GPT2 inhibitor: -10%[88.5 µM]; SNCA expr inhib: inconclusive; IP6K1 inhibitor: 14; SNCA viab count: 5%[87.6 µM]; FLuc inh: 1%[172 µM]; HEK cytotox: 0%[172 µM]; 3T3 cytotox: -12%[174 µM]

Results for COc1cccc(CCC(=O)N2CCCN(c3cc(-c4ccc(Cl)cc4)[nH]n3)CC2)c1 ?
GPT2 inhibitor: 2%; SNCA expr inhib: -15%; IP6K1 inhibitor: -12; SNCA viab count: -14%; FLuc inh: -1%; HEK cytotox: inconclusive; 3T3 cytotox: 35µM*

How did Cc1ccc(NC(=O)CCS(=O)(=O)c2cc3c4c(c2)CCN4C(=O)CC3)c(C)c1 do in these assays?
SNCA expr inhib: -11%; IP6K1 inhibitor: 1; SNCA viab count: -5%

What do the screens show for `COC(=O)C(CC1(O)c2ccccc2N2C(=O)C(C)(C)N(O)C21)n1cnc2ccccc2c1=O` (stereo unspecified)?
GPT2 inhibitor: inconclusive; IP6K1 inhibitor: -5; SNCA viab count: 1%[23.9 µM]

Results for COc1ccc(-n2ccnc2CN(C)Cc2cc(C(C)C)on2)cc1 ?
GPT2 inhibitor: 2%; SNCA expr inhib: inconclusive; IP6K1 inhibitor: 9; SNCA viab count: -5%; FLuc inh: 0%; HEK cytotox: inconclusive; 3T3 cytotox: inconclusive

How did CN1CCCCCC(O)c2cc(C(=O)N3CCCCCC3)ccc21 (stereo unspecified) do in these assays?
GPT2 inhibitor: inactive; SNCA expr inhib: -28%; IP6K1 inhibitor: 6; SNCA viab count: -2%; FLuc inh: 0%; HEK cytotox: inconclusive; 3T3 cytotox: inconclusive

What do the screens show for `COC(=O)c1cccc(CNCC2=CC(C)(C)COc3ccc(OC)cc32)c1`?
IP6K1 inhibitor: -4; HEK cytotox: inconclusive; 3T3 cytotox: inconclusive

What do the screens show for `Cc1ccc(NC(=O)/C(C#N)=C\c2ccc(Cl)cc2Cl)cc1C`?
SNCA expr inhib: inconclusive; IP6K1 inhibitor: -4; SNCA viab count: -7%

What do the screens show for `COc1cc(OC)c(NC(=O)COc2ccccc2-c2nnc(-c3ccccc3)o2)cc1Cl`?
SNCA expr inhib: 16%; IP6K1 inhibitor: 13; SNCA viab count: -9%

How did COc1cc(C)c(-c2nc(Cn3cncn3)c(C)o2)cc1C do in these assays?
GPT2 inhibitor: 4%; SNCA expr inhib: 16%; IP6K1 inhibitor: -24; SNCA viab count: -18%; FLuc inh: -19%; HEK cytotox: -13%; 3T3 cytotox: -5%

Results for COc1ccc(F)c(CN2CCCC3(CCN(C(=O)C4CCCC4)C3)C2)c1 (stereo unspecified) ?
GPT2 inhibitor: 3%; SNCA expr inhib: -5%; IP6K1 inhibitor: -8; SNCA viab count: -6%; FLuc inh: -5%; HEK cytotox: inconclusive; 3T3 cytotox: inconclusive

What do the screens show for `CC(C)NC(=O)C1COC2(CCN(C(=O)C(C)(C)C)CC2)N1C(=O)c1ccc(F)cc1` (stereo unspecified)?
GPT2 inhibitor: inactive; SNCA expr inhib: -29%; IP6K1 inhibitor: -7; SNCA viab count: 5%; FLuc inh: -3%; HEK cytotox: -18%; 3T3 cytotox: -5%

Results for COc1ccc(NC(=O)Cn2c(=O)nc(-c3ccccc3)c3ccccc32)cc1OC ?
SNCA expr inhib: -19%; IP6K1 inhibitor: -14; SNCA viab count: -7%

What do the screens show for `Cc1ccc(Cl)cc1N1CCN(C(=O)CN2C(=O)COc3ccc(S(=O)(=O)N4CCCCCC4)cc32)CC1`?
SNCA expr inhib: 13%; IP6K1 inhibitor: -3; SNCA viab count: -3%

What do the screens show for `CCC1Oc2ccc(NC(=O)c3ccccc3Cl)cc2CN(Cc2ccccc2F)C1=O` (stereo unspecified)?
GPT2 inhibitor: -7%; SNCA expr inhib: -11%; IP6K1 inhibitor: 22; SNCA viab count: 1%; FLuc inh: -7%; HEK cytotox: inconclusive; 3T3 cytotox: inconclusive

Results for COc1ccc(-c2noc(-c3cccn3CC(=O)Nc3ccc4c(c3)CCC4)n2)cc1F ?
GPT2 inhibitor: inactive; SNCA expr inhib: 67%[activator]; IP6K1 inhibitor: 7; SNCA viab count: 1%; FLuc inh: -8%; HEK cytotox: -22%; 3T3 cytotox: -15%

Results for CCCNC(=O)N1CC(Oc2ccccc2-c2nc(CCOC)no2)C1 ?
GPT2 inhibitor: inactive; SNCA expr inhib: inconclusive; IP6K1 inhibitor: -5; SNCA viab count: 1%; FLuc inh: 9%; HEK cytotox: 1%; 3T3 cytotox: -9%

Results for COc1cc(OC)cc(C(=O)N2CCC(n3cc(-c4nc(C)no4)nn3)C2)c1 (stereo unspecified) ?
GPT2 inhibitor: 2%; SNCA expr inhib: inconclusive; IP6K1 inhibitor: -24; SNCA viab count: -12%; FLuc inh: -7%; HEK cytotox: -7%; 3T3 cytotox: -37%

What do the screens show for `O=C(NCc1cnn(Cc2ccccc2)c1)c1ccc2oc(-c3cccc(F)c3)nc2c1`?
GPT2 inhibitor: inconclusive; SNCA expr inhib: 73%[activator]; IP6K1 inhibitor: -2; SNCA viab count: -10%; FLuc inh: inconclusive; HEK cytotox: 7.1µM*; 3T3 cytotox: inconclusive

What do the screens show for `Cc1cc(C)c(OCC(=O)N(Cc2cccc(F)c2)Cc2ccco2)c(C)c1`?
SNCA expr inhib: inconclusive; IP6K1 inhibitor: 55; SNCA viab count: -18%

What do the screens show for `Cc1noc(C)c1S(=O)(=O)N1CCC2(CC1)CN(c1ccccc1)C2=O`?
GPT2 inhibitor: inactive; SNCA expr inhib: 6%; IP6K1 inhibitor: -10; SNCA viab count: 19%; HEK cytotox: 5%; 3T3 cytotox: -7%

Results for COCC(=O)N1CCC(C(=O)NCC2(c3ccccc3)CCCCC2)CC1 ?
GPT2 inhibitor: -11%[11.5 µM]; SNCA expr inhib: -24%; IP6K1 inhibitor: 5; SNCA viab count: -4%; FLuc inh: 0%; HEK cytotox: inconclusive; 3T3 cytotox: inconclusive

How did O=S(=O)(c1ccccc1)c1nc(-c2ccc(F)cc2)oc1N1CCOCC1 do in these assays?
SNCA expr inhib: 45%[activator]; IP6K1 inhibitor: -3; SNCA viab count: -11%

What do the screens show for `O=C(Cc1ccc(Cl)cc1)N1CCC(n2cc(-c3nc(-c4ccccc4)no3)nn2)C1` (stereo unspecified)?
GPT2 inhibitor: 0%; SNCA expr inhib: -16%; IP6K1 inhibitor: -11; SNCA viab count: -16%; FLuc inh: inconclusive; HEK cytotox: inconclusive; 3T3 cytotox: inconclusive

How did CCOc1ccc(NC(=O)Nc2cccc(C)n2)cc1 do in these assays?
SNCA expr inhib: 99%[activator]; IP6K1 inhibitor: -4; SNCA viab count: -13%

Results for COc1ccccc1C(=O)N1CCCn2nc(C)c(-c3ccccc3N3CCCC3)c21 ?
GPT2 inhibitor: inactive; SNCA expr inhib: -25%[87.6 µM]; IP6K1 inhibitor: 17; SNCA viab count: -15%[87.6 µM]; FLuc inh: -2%[172 µM]; HEK cytotox: 56µM*; 3T3 cytotox: inconclusive

How did O=C(Cc1c[nH]c2ccccc12)N1CCC(Cc2nncn2-c2ccccc2)CC1 do in these assays?
GPT2 inhibitor: inactive; SNCA expr inhib: -6%; IP6K1 inhibitor: 12; SNCA viab count: -7%; FLuc inh: -3%; HEK cytotox: -8%; 3T3 cytotox: -24%

How did CCOCCCNC(=O)c1ccc(-c2nc(CS(=O)(=O)c3ccccc3)c(C)o2)cc1 do in these assays?
SNCA expr inhib: 0%; IP6K1 inhibitor: 16; SNCA viab count: inconclusive

What do the screens show for `CCC(NCc1c(C(=O)N2CCCCCC2)nc2cc(C)ccn12)c1ccc(C)cc1` (stereo unspecified)?
GPT2 inhibitor: inactive; SNCA expr inhib: 11%; IP6K1 inhibitor: -5; SNCA viab count: -18%; FLuc inh: 13%; HEK cytotox: 18µM*; 3T3 cytotox: 45µM*

What do the screens show for `COC(=O)[C@@H](N)Cc1ccc(O)c(O)c1`?
GPT2 inhibitor: inconclusive; SNCA expr inhib: -20%; IP6K1 inhibitor: 10; SNCA viab count: -9%

Results for CC(C)=CCC/C(C)=C/CO[C@@H]1O[C@H](CO[C@@H]2O[C@@H](CO)[C@H](O)[C@H]2O)[C@@H](O)[C@H](O)[C@H]1O ?
GPT2 inhibitor: inactive; IP6K1 inhibitor: -2; SNCA viab count: -5%[23.9 µM]

How did Cc1cc2[nH]c(=O)c(=O)[nH]c2cc1S(=O)(=O)Nc1cccc(C(F)(F)F)c1 do in these assays?
SNCA expr inhib: -3%; IP6K1 inhibitor: -19; SNCA viab count: 7%

How did COc1ccccc1-c1nnc(SCC(=O)Nc2ccccc2F)o1 do in these assays?
SNCA expr inhib: 83%[activator]; IP6K1 inhibitor: -3; SNCA viab count: -6%

Results for Oc1cc(-c2cccc(Cl)c2)cc2c1OCCN(c1cc(C3CC3)ncn1)C2 ?
GPT2 inhibitor: -2%; SNCA expr inhib: 91%[activator]; IP6K1 inhibitor: 4; SNCA viab count: -2%; FLuc inh: -18%; HEK cytotox: inconclusive; 3T3 cytotox: inconclusive

Results for O=c1cc2nc(-c3ccccc3)nc(SCc3cccc(Br)c3)n2[nH]1 ?
SNCA expr inhib: -19%; IP6K1 inhibitor: 17; SNCA viab count: -3%

What do the screens show for `COc1cc(C(=O)NCCCc2nc3ccccc3n2CC(C)C)cc(OC)c1OC`?
SNCA expr inhib: 2%; IP6K1 inhibitor: -7; SNCA viab count: -2%

Screens (PubChem)

Only part of the results is shown; the hit share may differ from the screen's.
